# Compound activity from PubChem BioAssay.
# DDE Tn7 FP inh: inhibitors of Tn7 peptide binding to fibrin DD(E), primary screen, biochemical, fluorescence polarization, human fibrin, Tn7 probe; FP displacement of FITC-Tn7 peptide from fibrin DD(E); 0% = median of compound wells per plate; inhibition, % at 8.3 µM; actives 0.13% (n = 370,000);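 active = inhibition above the mean of compounds falling within the control limits plus 3 SD of them, cut at about 14% in these data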;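 also: 0% = plate median of compound wells and 100% = 10 µM Aha-Tn7 peptide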
# Target sequence (P02675 whole entry, looked up): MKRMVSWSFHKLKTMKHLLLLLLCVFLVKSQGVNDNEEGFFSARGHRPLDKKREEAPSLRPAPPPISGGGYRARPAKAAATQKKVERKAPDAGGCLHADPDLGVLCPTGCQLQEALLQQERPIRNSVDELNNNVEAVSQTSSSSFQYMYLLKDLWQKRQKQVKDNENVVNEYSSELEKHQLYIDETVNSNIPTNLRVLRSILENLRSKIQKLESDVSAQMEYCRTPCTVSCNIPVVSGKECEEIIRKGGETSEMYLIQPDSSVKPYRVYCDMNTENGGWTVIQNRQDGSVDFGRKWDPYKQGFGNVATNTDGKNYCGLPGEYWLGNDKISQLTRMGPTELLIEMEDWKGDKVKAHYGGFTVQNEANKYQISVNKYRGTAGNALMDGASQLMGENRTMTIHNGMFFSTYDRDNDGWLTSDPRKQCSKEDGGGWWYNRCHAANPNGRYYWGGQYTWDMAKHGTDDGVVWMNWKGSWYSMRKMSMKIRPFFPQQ
#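 Test system: human clot-derived fibrin DD(E) complex / Quantity: 2 µM final DD(E) protein / Incubation: 10 min plus 3 h, room temperature / Measured by: fluorescence polarization / Benchmarks: high control of 10 µM Aha-Tn7 peptide / Replicates: singlicate testing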
# ADAM17 inh: ADAM17 inhibitors, primary screen, biochemical, QFRET. recombinant ADAM17, EDANS/DABCYL FRET peptide cleavage. actives 0.83% (n = 370,000). inhibition, % at 6.95 µM. Disintegrin and metalloproteinase domain-containing protein 17 (Homo sapiens), P78536;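 active = inhibition above the mean of compounds lying between control limits plus 3 SD, set per campaign, cut at about 8.5% in these data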;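 also: 0% = DMSO-only wells as the low control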
# DDE Tn6 FP inh: inhibitors of Tn6 peptide binding to fibrin DD(E), primary screen, biochemical, fluorescence polarization, human fibrin, Tn6 probe | inhibition, % at 8.3 µM | Fibrin DD(E) TRITC-Tn6 fluorescence polarization displacement | actives 0.21% (n = 370,000) | Fibrinogen beta chain (Homo sapiens), P02675 | AID 720509, 2013;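 active = inhibition above a per-campaign cutoff: mean of compounds within control limits plus 3 SD, cut at about 15% in these data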;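 also: 0% = median of all compound wells on the plate and 100% = blocking peptide control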
# LEDGF integ inh: blockers of LEDGF/p75-dependent integrase strand transfer – biochemical, TR-FRET, high throughput, primary screen; TR-FRET IN-LEDGF/p75 DNA integration, Eu/Cy5; HIV-1 integrase (with human LEDGF/p75); inhibition, % at 3.7 µM; actives 0.64% (n = 370,000);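 active = inhibition above the screen-wide mean plus 3 SD, cut at about 13% in these data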;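 also: signal is the Cy5 over europium emission ratio at 671 and 618 nm; 0% = plate median of compound wells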
# KLK7 zymogen act: proKLK7 zymogen activators, primary screen, biochemical, fluorescence intensity. Kallikrein-7 (Homo sapiens), P49862. activation, % at 7 µM. AID 652039, 2013. purified proKLK7, EDANS-DABCYL substrate fluorescence; 100% is mature enzyme control, 0% vehicle. actives 0.9% (n = 370,000);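 active = activation above the mean of all tested compounds plus 3 SD, computed per campaign excluding outliers beyond control limits, cut at about 13% in these data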
# TDP2 absorb: human TDP2 enzyme inhibitors, primary screen, biochemical, epi absorbance, recombinant enzyme | T5PNP hydrolysis, p-nitrophenol absorbance 415 nm | inhibition, % at 12.8 µM | actives 0.34% (n = 370,000) | AID 720702, 2013;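 active = inhibition above the mean of all tested compounds plus 3 SD, set per campaign, cut at about 25% in these data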;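 also: 0% = DMSO with enzyme and 100% = buffer with substrate but no TDP2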
# Target sequence (O95551 whole entry, looked up): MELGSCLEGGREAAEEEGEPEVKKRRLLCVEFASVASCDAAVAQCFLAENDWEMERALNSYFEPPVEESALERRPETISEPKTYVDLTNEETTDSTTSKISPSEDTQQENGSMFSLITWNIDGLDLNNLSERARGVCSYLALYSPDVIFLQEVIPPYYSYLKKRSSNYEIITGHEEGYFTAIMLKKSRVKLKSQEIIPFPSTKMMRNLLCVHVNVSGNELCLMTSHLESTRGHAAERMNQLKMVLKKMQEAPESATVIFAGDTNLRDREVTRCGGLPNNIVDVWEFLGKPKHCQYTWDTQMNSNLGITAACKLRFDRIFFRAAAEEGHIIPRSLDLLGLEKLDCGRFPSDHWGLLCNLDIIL
#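 Assay system: recombinant human TDP2 / Reagent: T5PNP substrate at 5 mM, a TopII-DNA adduct mimic / Measured by: epi absorbance from released p-nitrophenol / Evaluation: % inhibition relative to enzyme-containing and enzyme-free wells / Control set: enzyme-free and DMSO wells / Replicates: each compound tested once, singlicate / Schedule: enzyme reaction with compound for 2 h at 37 °C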
# ADAM10 inh: human ADAM10 inhibitors, primary screen, biochemical, QFRET, HTS; Disintegrin and metalloproteinase domain-containing protein 10 (Homo sapiens), O14672; actives 0.62% (n = 370,000); inhibition, % at 7 µM; recombinant ADAM10, EDANS/DABCYL FRET peptide cleavage, 3 h;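 active = inhibition above a per-campaign cutoff equal to the mean of compounds falling between control-based bounds plus 3 SD, cut at about 20% in these data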;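 also: 0% = DMSO wells while the 100% control is not disclosed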
# ASAP1 inh: inhibitors of human ASAP1 ArfGAP activity, primary screen, biochemical, fluorescence polarization; ASAP1-stimulated ARF1 GTP hydrolysis, GDP FP detection; inhibition, % at 16.5 µM; actives 0.19% (n = 360,000); AID 624377, 2012; in the data active = inhibition above about 25%;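 also: 0% = vehicle with enzyme and substrate and 100% = no enzyme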
# PLC-gamma1 inh: PLC-gamma1 enzyme inhibitors, primary screen, biochemical, fluorescence, purified enzyme; actives 0.84% (n = 370,000); inhibition, % at 12.2 µM; AID 720700, 2013; 1-phosphatidylinositol 4,5-bisphosphate phosphodiesterase gamma-1 (Homo sapiens), P19174; fluorogenic substrate; in the data active = inhibition above about 9.5%
# ARFGAP1 inh: inhibitors of rat ARFGAP1 GAP activity, primary screen, biochemical, fluorescence polarization, GDP tracer | ADP-ribosylation factor GTPase-activating protein 1 (Rattus norvegicus), Q62848 | Arfgap1-stimulated ARF1 GTP hydrolysis, GDP FP detection | inhibition, % at 16.5 µM | actives 0.26% (n = 360,000) | AID 651572, 2012;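 active = inhibition above a per-plate limit, mean inhibition of low control wells plus 3 SD, cut at about 25% in these data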;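 also: 0% = DMSO wells with enzyme and 100% = wells lacking Arfgap1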
# Target sequence (Q62848 1-136 limits assumed): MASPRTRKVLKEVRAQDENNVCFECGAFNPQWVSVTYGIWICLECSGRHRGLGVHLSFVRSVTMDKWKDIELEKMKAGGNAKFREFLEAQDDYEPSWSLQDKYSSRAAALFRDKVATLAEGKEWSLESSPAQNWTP
#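 Material: truncated rat Arfgap1 GAP domain; Incubation: compound-enzyme preincubation 20 min, reaction 120 min, detection 60 min, 25 °C; Read-out: percent inhibition of Arfgap1-stimulated GTP hydrolysis; Technique: FP, GDP Alexa 633 tracer displaced from anti-GDP antibody, 620/688 nm; Controls: No-Arfgap1 wells (100%) versus DMSO full-reaction wells (0%); Replication: single well per compound.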
# Numbers without * were called inactive; i = inactive; & = joins results of further samples.
SMILES,DDE Tn7 FP inh,ADAM17 inh,DDE Tn6 FP inh,LEDGF integ inh,KLK7 zymogen act,TDP2 absorb,ADAM10 inh,ASAP1 inh,PLC-gamma1 inh,ARFGAP1 inh
CCOC(=O)Cc1c[nH]c2ccccc12,-5,-3,2,-1,0.3,0,6,-13,1,7
Cc1ccc(S(=O)(=O)NCCN2CCOCC2)cc1,-3,1,1,1,-0.1,2,-6,-3,1,-5
c1ccc2c(c1)NCC1CCCN21 (centres undefined),0,-13,1,-2,-1.1,6,-15,-10,-32,19
O=C(NCc1ccco1)c1ccc(Cn2c(=S)[nH]c3ccccc3c2=O)cc1,6,-6,-1,-3,-0.9,-1,-4,-1,0,2
CCOc1ccccc1CN1CCNC(=O)C1CC(=O)N(C)C1CCOCC1 (centres undefined),1,-5,2,-8,0.1,-7,-11,-5,-4,-1
O=C(O)C1CC1C(=O)Nc1nc2c(Cl)cccc2s1 (centres undefined),-2,0,1,-1,-1.1,8,-6,3,-1,-3
Cc1nnc(SCC(=O)NC2CCCC2)s1,4,-4,-3,1,-0.4,9,3,-8,4,-4
COc1ccc(C(=O)NCC(C)(C)CNC(=O)c2ccc(OC)c(OC)c2)cc1OC,0,-4,-3,-4,0.1,-7,-7,5,2,-2
Cc1cc(C)n2nc(CC(=O)NNC(=O)COc3ccccc3)nc2n1,0,0,4,1,-0.8,5,-3,-12,2,-12
CC(NC(=O)CN1CCN(c2cccc(Cl)c2)CC1)c1ccccc1 (centres undefined),5,0,3,2,-0.3,4,3,3,1,4
COc1ccc(-n2ccnc2SCC(=O)NCc2ccccc2)c(OC)c1,3,-3,8,4,-0.3,-6,3,1,5,-11
COc1ccc(-c2cc(C(=O)N3CCCC3)no2)cc1OC,2,1,0,-2,0.6,-10,3,-3,0,9
COc1cc([N+](=O)[O-])ccc1NC(=O)NNC(=O)c1sccc1C,0,3,6,5,0.3,-1,5,6,3,0
O=C(NC(=S)Nc1ccc2c(c1)OCO2)c1ccc(Cl)cc1,-1,1,1,2,0.1,-1,3,15,3,0
Cc1cccc(NC(=O)C2CCN(S(=O)(=O)c3cccc4nonc34)CC2)c1,2,-1,-4,0,-0.3,-1,-3,1,-1,4
O=C(O)c1ccc(-c2ccc(/C=N/Nc3ccc([N+](=O)[O-])cc3)o2)cc1,-9,-31,-10,3,0.0,-13,-83,7,-99,3
COc1ccccc1N1CCN(S(=O)(=O)c2ccc(Cl)cc2)CC1,-1,1,-6,3,0.8,-24,15,10,4,-2
O=C(Nc1cccc2nsnc12)c1cccs1,-1&0,-84&-5,5&0,2&1,7.8&2.0,-1&5,-439&-20,-7&-3,-167,4&-6
Cc1nc(N)[nH]c(=O)c1CC(=O)OCCCl,-1,-2,10,3,0.2,-3,-3,4,1,10
Cc1ccc(Nc2c(-c3ccc(N4CCOCC4)cc3)nc3cnccn23)cc1,2,-46,2,-4,-3.1,-22,-97,1,-451,4
COCCn1c(=S)[nH]c2cc(C(=O)N3CCN(c4ccccc4OC)CC3)ccc2c1=O,1,-1,-10,1,0.1,-9,8,11,1,-3
COc1cc(C2=NOC(C(=O)NCc3ccccn3)C2)cc(OC)c1OC (centres undefined),4,-6,-4,-2,0.7,-1,-15,-5,-2,11
CN(C)c1ccc(NC(=O)CSc2n[nH]c(-c3ccncc3)n2)cc1,0,-1,-1,6,-0.4,-3,-1,-4,1,6
COc1cc(Cl)c(CN2CCCC(CO)(Cc3ccccc3F)C2)cc1OC (centres undefined),-2,4,-2,-1,0.8,-10,13,3,8,6
O=C(OCCc1cc2ccccc2c(=O)o1)c1ccc2c(c1)OCO2,-3,-3,-4,0,-0.5,1,2,-13,0,4
CN(C)S(=O)(=O)N1CCN(c2ccc([N+](=O)[O-])c(N3CCOCC3)c2)CC1,8,-4,-8,0,0.4,-19,3,-5,4,19
COc1cccc(CN2CCN(Cc3cccc4c3OCO4)CC2CCO)c1 (centres undefined),-1,-1,2,-8,0.4,4,-13,4,1,-3
COCc1nnc(NC(=O)c2ccc3c(c2)OCO3)s1,0,0,-2,-1,0.0,2,1,7,-2,4
CC(=O)Nc1ccc(Oc2cncc(Cl)c2)nc1,4,-2,5,5,0.3,-9,6,3,-2,0
Cc1ccccc1C(=O)N1CCC(C(=O)OCc2ccccn2)CC1,1,-9,4,0,0.1,0,0,5,1,-5
CC(=O)C(Sc1nc(N2CCOCC2)nc(N2CCOCC2)n1)C(=O)Nc1ccccc1 (centres undefined),-6,3,-6,-3,0.8,-9,5,5,2,-7
COc1ccc(S(=O)(=O)NNC(=O)c2cccs2)cc1,0,-2,-1,7,0.2,2,-1,3,5,7
CCN(CC)C(=O)CSc1nnnn1-c1ccc(F)c(Cl)c1,2,1,0,4,0.3,-10,0,0,3,-13
O=C(COC(=O)CNC(=O)c1ccccc1)NCCCc1ccccc1,1,2,4,4,-0.3,-7,5,-13,6,-2
CC(C)(C)NC(=O)N1CCn2cccc2C1c1ccccc1F (centres undefined),8,-4,2,-3,0.1,7,-8,-1,-15,13
c1ccc(CSCc2cn3ccsc3n2)cc1,3,-3,-1,0,0.1,8,1,3,0,-2
Cc1ccc(S(=O)(=O)NCc2nnc(SCC(=O)Nc3cccc(C)c3C)n2C)cc1,-2,-2,-7,1,-0.6,-2,5,6,-1,-5
N#Cc1c(N2CCCCC2)nc(N)c2c(N)nc3c(c12)CC(CCl)O3 (centres undefined),4,-181,-5,-1,14*,-6,i,6,i,1
O=C(c1c[nH]c(C(=O)C(Cl)(Cl)Cl)c1)c1ccc(F)cc1Cl,-8,0,4,4,-0.2,9,3,-12,1,0
CCSc1nnc(-c2ccccc2NC(=O)CC)c(=O)[nH]1,5,-3,7,2,0.8,-1,-4,3,2,-10

# Arranged by SMILES length (rising): part of the list above
SMILES,DDE Tn7 FP inh,ADAM17 inh,DDE Tn6 FP inh,LEDGF integ inh,KLK7 zymogen act,TDP2 absorb,ADAM10 inh,ASAP1 inh,PLC-gamma1 inh,ARFGAP1 inh
c1ccc(CSCc2cn3ccsc3n2)cc1,3,-3,-1,0,0.1,8,1,3,0,-2
CC(=O)Nc1ccc(Oc2cncc(Cl)c2)nc1,4,-2,5,5,0.3,-9,6,3,-2,0
COc1ccc(S(=O)(=O)NNC(=O)c2cccs2)cc1,0,-2,-1,7,0.2,2,-1,3,5,7
CCSc1nnc(-c2ccccc2NC(=O)CC)c(=O)[nH]1,5,-3,7,2,0.8,-1,-4,3,2,-10
COc1cccc(CN2CCN(Cc3cccc4c3OCO4)CC2CCO)c1 (centres undefined),-1,-1,2,-8,0.4,4,-13,4,1,-3
O=C(OCCc1cc2ccccc2c(=O)o1)c1ccc2c(c1)OCO2,-3,-3,-4,0,-0.5,1,2,-13,0,4
COc1cc(Cl)c(CN2CCCC(CO)(Cc3ccccc3F)C2)cc1OC (centres undefined),-2,4,-2,-1,0.8,-10,13,3,8,6
N#Cc1c(N2CCCCC2)nc(N)c2c(N)nc3c(c12)CC(CCl)O3 (centres undefined),4,-181,-5,-1,14*,-6,i,6,i,1
O=C(c1c[nH]c(C(=O)C(Cl)(Cl)Cl)c1)c1ccc(F)cc1Cl,-8,0,4,4,-0.2,9,3,-12,1,0
CC(=O)C(Sc1nc(N2CCOCC2)nc(N2CCOCC2)n1)C(=O)Nc1ccccc1 (centres undefined),-6,3,-6,-3,0.8,-9,5,5,2,-7
COCCn1c(=S)[nH]c2cc(C(=O)N3CCN(c4ccccc4OC)CC3)ccc2c1=O,1,-1,-10,1,0.1,-9,8,11,1,-3

# Additional entries follow.
SMILES,DDE Tn7 FP inh,ADAM17 inh,DDE Tn6 FP inh,LEDGF integ inh,KLK7 zymogen act,TDP2 absorb,ADAM10 inh,ASAP1 inh,PLC-gamma1 inh,ARFGAP1 inh
CCOc1cccc(C2C(C#N)=C(N)Oc3cc(C)n(Cc4ccccn4)c(=O)c32)c1OCC (centres undefined),-3,-2,-2,3,0.5,5,-6,7,-4,0
COc1ccccc1N1CC(C(=O)Nc2nnc(SCc3ccccn3)s2)CC1=O (centres undefined),5,-5,-4,1,-0.6,3,-4,-5,-5,10
CSc1nccc(Nc2ccccc2)c1C#N,-4,-2,-5,-1,-0.1,4,0,-5,-6,0
C[C@H](CO)N1C[C@H](C)[C@@H](CN(C)S(=O)(=O)c2cccs2)Oc2ccc(NC(=O)CCC(F)(F)F)cc2C1=O,9,-2,3,-5,0.0,0,2,3,-3,-5
COc1ccc(-c2oc(=O)n(C)c2-c2ccc(OC)cc2)cc1,-3,-5,3,-5,0.1,2,-9,-5,-10,10
CCC(=O)N/N=C(\C)CC(=O)Nc1ccccc1-c1ccccc1,-3,0,6,-1,-0.3,2,-4,0,0,8
Cc1ccc(C(=O)NCCSCc2ccccc2)cc1[N+](=O)[O-],-6,5,-5,0,0.2,-11,8,-8,6,5
COc1cc2c(cc1OC)C(c1ccc(-c3ccc(Cl)cc3Cl)o1)=NCC2,-6,4,6,2,0.7,-9,3,17,-96,11
CCCNC(=O)CSc1nc2[nH]ncc2c(=O)[nH]1,1,-4,-1,0,0.3,2,-3,0,0,-2
